High-throughput results deposited in PubChem BioAssay by National Center for Advancing Translational Sciences (NCATS).
TDP1 cell CPT: qHTS for Inhibitors of human tyrosyl-DNA phosphodiesterase 1 (TDP1): qHTS in cells in presence of CPT. chicken DT40 Tdp1-/-;hTDP1 cells + 20 nM CPT, ATP luminescence, 48 h. Potency, µM (series often up to 46.2 µM), inactives show top-dose activity change, negative = growth inhibition, actives largely listed as inhibitors. 420,000 tested, 12% active; also: nearly all actives have a fitted effect of over 55% in size
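Chicken DT40 Tdp1-/- cells complemented with human TDP1, 400 cells/well, exposed to compounds plus 20 nM camptothecin for at least 48 h at 37 C; viability read as ATP content by CellTiter-Glo luminescence.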
GCN5L2 inh: qHTS Assay for Inhibitors of GCN5L2 | Histone acetyltransferase KAT2A (Homo sapiens), Q92830 | GCN5L2 HAT assay, ThioGlo1 CoA-SH fluorescence | Potency, µM (highest dose often 58.9 µM), for inactives: top-dose activity change, negative = inhibition, usual class: inhibitors | 390,000 tested, 0.21% active
Target sequence (Q92830 whole entry, looked up): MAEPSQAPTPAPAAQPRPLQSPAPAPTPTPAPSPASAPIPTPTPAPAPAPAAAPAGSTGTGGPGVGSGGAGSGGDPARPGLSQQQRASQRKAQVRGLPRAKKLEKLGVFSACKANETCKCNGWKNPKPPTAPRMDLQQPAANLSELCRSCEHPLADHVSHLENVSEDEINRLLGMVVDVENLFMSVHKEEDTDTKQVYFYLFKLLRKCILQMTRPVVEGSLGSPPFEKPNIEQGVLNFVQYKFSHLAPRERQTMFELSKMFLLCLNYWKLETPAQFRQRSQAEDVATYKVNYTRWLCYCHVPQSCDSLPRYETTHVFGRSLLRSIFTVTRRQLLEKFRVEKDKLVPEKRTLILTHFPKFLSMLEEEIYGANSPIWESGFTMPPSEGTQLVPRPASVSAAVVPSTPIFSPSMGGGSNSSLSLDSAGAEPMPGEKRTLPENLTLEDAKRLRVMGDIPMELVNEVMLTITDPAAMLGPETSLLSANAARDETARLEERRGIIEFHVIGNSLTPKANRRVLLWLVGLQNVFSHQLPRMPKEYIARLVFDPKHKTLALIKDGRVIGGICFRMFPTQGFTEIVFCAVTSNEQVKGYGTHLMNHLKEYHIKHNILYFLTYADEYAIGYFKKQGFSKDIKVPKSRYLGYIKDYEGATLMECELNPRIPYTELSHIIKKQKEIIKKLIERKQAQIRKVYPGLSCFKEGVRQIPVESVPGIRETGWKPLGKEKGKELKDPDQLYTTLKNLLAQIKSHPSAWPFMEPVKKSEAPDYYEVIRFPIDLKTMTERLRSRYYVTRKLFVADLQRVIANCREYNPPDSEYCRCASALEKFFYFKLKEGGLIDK
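GCN5L2 (20 nM) in 50mM HEPES pH 7.5, 0.1mM EDTA, 0.01% Tween-20 preincubated 15 min with compounds at room temperature. Reaction started with H3(1-25) 75uM, acetyl-CoA 70uM, ThioGlo1 50uM; CoA-thiol fluorescence (Ex340/Em540) read at 0 and 20 min.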
FEN1 inhibitor: qHTS Assay for the Inhibitors of Human Flap endonuclease 1 (FEN1); P39748; Recombinant FEN1 flap cleavage, fluorescence, 15 min; Potency, µM (top dose mostly 114 µM), without a hit: top-dose activity change, negative = inhibition, usual class: inhibitors; 390,000 tested, 0.35% active; also: nearly all actives have a fitted effect of over 65% in size
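FEN1 at 10 nM preincubated with compounds 15 min at room temperature, then flap DNA substrate added at 50 nM final. Signal read at 0 and 15 min; concentration-response fitted with four-parameter Hill equation.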
* hit, by the source's call; ? = inconclusive; nt = no result given; [ ] = remark or other dose. Calls follow the shape of the dose curve; as a rule, active = well fitted curve in the direction sought with a large enough effect; inconclusive = small, poorly fitted or top-dose-only effect, or another doubt; inactive = no such curve, though single readings can be large; an effect the other way counts as inactive or inconclusive. % is scaled to controls: 0 for no effect and ±100 for the full control effect; potency is read from the fitted curve at half-maximal effect. Not all compounds are listed. The share of hits here may be higher or lower than overall.

SMILES	TDP1 cell CPT	GCN5L2 inh	FEN1 inhibitor
C#CCOCCOCCOCCNc1nc(N2CCN(C(=O)CCCCCCCCCCNC(=O)[C@@H](CCC(=O)O)n3cc(CCCCCN)nn3)CC2)nc(N2CCN(C(=O)CCCCCCCCCCNC(=O)[C@H](CO)n3cc(CCCSC)nn3)CC2)n1	13µM*	-4%	7%
CC1CC[C@@]2(OC1)OC1CC3C4CC[C@H]5CC(O)CC[C@@]5(C)C4CC[C@]3(C)C1C2C (stereo not given in full)	-10%	-5%	nt
COCc1ccc(C(=O)N2CCCC(N3CCN(c4ccc(F)cc4)CC3)C2)o1 (stereo not given)	?	-3%	1%
CCOC(=O)c1cnc2cc(-c3ccc(Br)cc3)nn2c1C	-10%	-13%	2%
Cc1cccc(OCCNc2cc(N3CCN(C)CC3)ccc2[N+](=O)[O-])c1	?	1%	-5%
CCOC(=O)c1c(CSc2cccs2)n(C)c2cc(Br)c(O)c(CN(C)C)c12	16µM*	-9%	-13%
Cc1cc(C)nc(NCC(O)CNc2ccccc2C)n1 (stereo not given)	-24%	3%	-8%
COc1ccc(N2C(=O)C3ON(C4SC(=S)N(C)C4(C)C)C(c4ccc([N+](=O)[O-])cc4)C3C2=O)cc1 (stereo not given)	-7%	0%	8%
Nc1nc(CN2CCC(Cc3ccccc3)CC2)nc(Nc2ccccc2)n1	18µM*	-4%	2%
N/C(=N\OC(=O)COc1ccc(Br)cc1Cl)c1ccccn1	9%	-4%	-5%
COc1ccc(-c2cc(C(=O)Oc3cccc(C)c3)c3ccccc3n2)cc1	-14%	-3%	8%
O=[N+]([O-])c1ccc(OCCCn2cncn2)cc1	0%	0%	13%
Cc1cc(C)cc(SCc2noc(C(=O)NC(C)C)c2C(=O)NC(C)C)c1	-25%	-2%	-26%
Cc1ccc(O)c(C(=O)c2cnc3c(c2)CN(C)C(=O)N3)c1	?	-10%	-1%
S=C(Nc1ccc(-c2nc3ccccc3[nH]2)cc1)Nc1cccnc1	-23%	-9%	1%
CCn1cc(C(=O)NCc2ccc(C)cc2)c(=O)c2cc(S(=O)(=O)N3CCc4ccccc4C3)ccc21	?	-3%	-12%
CCCCN(C(=O)CCC(=O)Nc1cc(C)on1)C(C(=O)NC1CCCC1)c1cccc(OC)c1 (stereo not given)	8.2µM*	-4%	11%
COc1ccc(NC(=O)C2CCN(S(=O)(=O)c3ccc(N4CCCC4=O)cc3)CC2)cc1OC	-11%	-23%	-5%
O=C(Nc1ccccn1)NC1CCS(=O)(=O)C1 (stereo not given)	-18%	-2%	4%
Cc1cc(=O)[nH]c(N2CCCCC2)n1	10%	nt	-4%
CCn1c(SCC(=O)C(C)(C)C)nnc1-c1ccccc1OC	7%	0%	7%
CC(=O)c1cccc(NC(=O)N2CCCC2C(=O)Nc2cccc(C)c2)c1 (stereo not given)	-20%	-1%	12%
CCOC(=O)N1CCN(C(=O)C2CCN(S(C)(=O)=O)CC2)CC1	-19%	-22%	4%
c1coc(-c2nc3ccccc3nc2-c2ccco2)c1	18µM*	-20%	-28%
CCCCC1=CC2=CC(=O)C(C)(OC(=O)CC)C(=O)C2=CN1c1ccccc1 (stereo not given)	?	-3%	-17%
COc1ccc(-c2cn3c4c(sc3n2)CCCC4)cc1	-2%	-7%[0.501 µM]	6%
O=C(Nc1ccccc1N1CCN(C(=O)c2ccc(Cl)cc2)CC1)c1cc(Br)ccc1Cl	?	-3%	1%
O=C(CS(=O)(=O)Cc1ccccc1)N1CCN(c2ccccc2F)CC1	-4%	?	-4%
O=C(NCc1ccc(N2CCCC2=O)cc1)c1cnccn1	-11%	-1%	-4%
O=C(Nc1ccc(-c2csc(Nc3ccc(Cl)cc3)n2)cc1)c1ccccc1	?	2%	2%
COc1ccc(OC)c(NC(=O)COC(=O)c2c3c(nc4ccccc24)CCCC3)c1	23µM*	-4%	-31%
Cc1cc(C)nc(SCC(=O)Nc2ccc3c(c2)OCO3)n1	-14%	-17%	0%
O=C(NCc1ccccc1)c1ccc2c(c1)nc1n2CCCCC1	-5%	-7%	-12%
O=C(NCc1ccccc1)C1CCN(S(=O)(=O)c2cc([N+](=O)[O-])ccc2Cl)CC1	?	-5%	-2%
NC(=O)c1c(NC(=O)c2ccc(N3C(=O)CCC3=O)cc2)sc2c1CCCC2	7%	-4%	-8%
CCOC(=O)COc1ccc(CC)cc1C(=O)c1ccn2nc(-c3ccc(Cl)cc3)cc2n1	21µM*	-2%	-2%
CC(C)CNC(=O)c1cc(-c2ccco2)on1	16µM*	50%[activator]	-16%
CCC(CO)(CO)N(CC(=O)Nc1ccc(OC)cc1)CC(=O)Nc1ccc(OC)cc1	-12%	8%	-2%
COC(=O)C1=C(C)N(Cc2ccccc2)C(=NCc2ccccc2)N[C@H]1c1cccc(C(F)(F)F)c1	5.8µM*	0%	-8%
CCOC(=O)c1cc2c(=O)n3cccc(C)c3nc2n(Cc2ccco2)c1=NC(=O)c1ccc(C)cc1	-3%	nt	-3%

Arranged by molar mass (high to low): some entries from above
SMILES	TDP1 cell CPT	GCN5L2 inh	FEN1 inhibitor
Cc1cc(C)cc(SCc2noc(C(=O)NC(C)C)c2C(=O)NC(C)C)c1	-25%	-2%	-26%
Nc1nc(CN2CCC(Cc3ccccc3)CC2)nc(Nc2ccccc2)n1	18µM*	-4%	2%
Cc1cc(=O)[nH]c(N2CCCCC2)n1	10%	nt	-4%

Record cards, as listed above. Values in the order: TDP1 cell CPT | GCN5L2 inh | FEN1 inhibitor
`CC(C)CNC(=O)c1cc(-c2ccco2)on1` is listed with 16µM* | 50%[activator] | -16%
`O=C(NCc1ccccc1)C1CCN(S(=O)(=O)c2cc([N+](=O)[O-])ccc2Cl)CC1` is listed with ? | -5% | -2%
`COc1ccc(OC)c(NC(=O)COC(=O)c2c3c(nc4ccccc24)CCCC3)c1` is listed with 23µM* | -4% | -31%
`NC(=O)c1c(NC(=O)c2ccc(N3C(=O)CCC3=O)cc2)sc2c1CCCC2` is listed with 7% | -4% | -8%
`Cc1cc(C)nc(SCC(=O)Nc2ccc3c(c2)OCO3)n1` is listed with -14% | -17% | 0%

Other entries:
SMILES	TDP1 cell CPT	GCN5L2 inh	FEN1 inhibitor
COc1ccc(C(CNC(=O)c2ccc(S(=O)(=O)N3CCCC3)cc2)N2CCOCC2)cc1 (stereo not given)	-7%	-21%	32%
CC(C)n1nc(C(=O)Nc2cccc(S(=O)(=O)N3CCCCC3)c2)c2ccccc2c1=O	13µM*	-4%	-18%
COc1ccc(OCCNC(=O)c2ccc(C)cc2)cc1	15%	2%	14%
CC(=O)/C=C/c1ccc2c(c1)S(=O)(=O)N(C1CCCC1)[C@H]2CC(C)=O	16µM*	nt	?
O=C1/C(=C/c2cccs2)SC(=S)N1c1ccccc1	-29%	-1%	2%
CCCCc1nc2ccccc2c(C(=O)O)c1C	6%	2%	-8%
CC(C)(C)N1CC(C(=O)Nc2ccc(S(=O)(=O)N3CCCCC3)cc2)CC1=O (stereo not given)	?	-21%	-15%
O=C(O)c1cccc(N/N=C/c2cn(-c3ccccc3)nc2-c2cccs2)c1	-4%	-16%	-11%
Cc1c(Cl)cccc1Nc1nn2c(=O)c3ccccc3nc2s1	?	-5%	-9%
c1ccc(-c2cc3ncccc3cn2)cc1	?	2%	-6%
O=C1c2ccncc2C(=O)N1C1CCCCC1	-5%	2%	-1%
CCCNC(=O)Cn1c(=O)cc(C)c2c(C)nn(-c3cccc(F)c3)c21	-17%	-4%	12%
COc1cccc(S(=O)(=O)Nc2cccc(C(=O)N3CCCCCC3)c2)c1	2%	1%	-5%
CC1CCCCN1C(=O)c1ccc(C(=O)Nc2ccc(F)cc2)cc1 (stereo not given)	-28%	-7%	0%
CCOC(=O)C1CCN(Cc2ccc(OC)c(OCc3ccccc3)c2)CC1	13µM*	-6%	4%
COc1ccc(CNC(=O)c2ccc(CS(=O)(=O)c3ccc(C)cc3)o2)cc1	-22%	-24%	18%
CCc1nnc(NC(=O)CCC(=O)NCCc2ccccc2)s1	-1%	-1%	22%
COc1cccc(C(=O)C2CCCN(C(=O)c3ccc(C#CC(C)(C)O)cc3)C2)c1 (stereo not given)	18µM*	0%	4%
COc1ccc(NC(=O)N2CC[C@@]3(CCCN(C(=O)c4cccn4C)C3)C2)cc1	1%	2%	nt
CN(CCc1ccccn1)C(=O)CCC1CCCN(C(=O)c2n[nH]c3c2CCCC3)C1 (stereo not given)	?	-9%	18%
CCOc1cc(C)c(S(=O)(=O)NC2CC(C)(C)NC(C)(C)C2)cc1C	?	-2%	10%
CN(C)CCCOC(=O)COc1ccc(Br)cc1	-1%	-7%	-1%
CCC(=O)NNc1nc2c(Cl)cccc2s1	12%	-9%	-4%
CC(C)(C)OC(=O)N1CCC(c2cc(=O)n3[nH]c(-c4ccc(Cl)cc4)cc3n2)CC1	21µM*	-5%	4%
COc1ccccc1-c1cc(NC(=O)COc2ccc(C)c(C)c2)n(-c2ccccc2)n1	?	-11%	-20%
CCOC(=O)C1CCN(C(=O)COC(=O)CSc2ccc(C(N)=O)cc2[N+](=O)[O-])CC1	-3%	-12%	-4%
COc1ccc(/C=C2\SC(=O)N(CCC(=O)NCCCn3ccnc3)C2=O)cc1	?	-18%	19%
C=CC[C@@H](CC(=O)N[C@H](CO)Cc1ccccc1)C(=O)N[C@@H](COC(=O)[C@@H](CC=C)Cc1ccc(F)cc1)Cc1c[nH]c2ccccc12	16µM*	-5%	9%
N#CCC(=O)Nc1ccc(C(=O)OCC(=O)Nc2ccccc2Sc2ccccc2)cc1	-10%	-10%	?
O=[N+]([O-])c1ccc(COc2ccccc2CN2CCCCC2)cc1	?	nt	1%
CC(=O)c1ccc(S(=O)(=O)Nc2ccc(-c3ccc4nnc(C)n4n3)cc2)cc1	1%	-10%	1%
O=C1C=C(Nc2ccc(Cl)cc2)CC(c2ccccc2)C1 (stereo not given)	21µM*	-2%	-5%
CCSc1nc2ccccc2c(=O)n1OCC(=O)OC	2%	-1%	-1%
Cc1ccccc1NC(C)C(=O)N/N=C/c1c[nH]c2ccccc12 (stereo not given)	-3%	-1%	-16%
O=c1c(-c2ccc(F)cc2)nc2cnc(Nc3ccccc3)nc2n1Cc1cccs1	-17%	-13%	nt
O=C(CSc1ccc(-c2ccco2)nn1)Nc1ccccc1F	?	?	8%
O=C(Nc1ccncc1)C1CCCN(S(=O)(=O)c2cccc3cccnc23)C1 (stereo not given)	1.8µM*	-1%	17%
NS(=O)(=O)c1ccc(NC(=O)CSc2ccccc2)cc1	8%	6%	-3%
CN1C(=O)c2ccccc2Sc2ccc(NC(=O)Nc3ccccc3F)cc21	?	-12%	-10%
O=Nc1c(O)n(Cc2cccc(C(F)(F)F)c2)c2ccccc12	10%	-9%	2%
CC(C)C(=O)c1cc2c(cc1NC(=O)c1cccs1)OCCO2	?	-14%	-16%
C[C@]12CCC(=O)CC1=CCC1C3CC=C(C#N)[C@@]3(C)CC[C@@]12O (stereo not given in full)	-18%	-1%	-2%
Cc1ccc(C)c(NC(=O)Cn2c(=O)n(Cc3ccco3)c(=O)c3oc4ccccc4c32)c1	16µM*	-3%	13%
CC(Oc1ccc(Br)cc1)C(=O)N1CCc2ccccc21 (stereo not given)	-22%	-8%	-2%
Cc1ccc(NC(=O)c2noc3c2CCCCC3)cc1C	-19%	-2%	-4%
O=C(CNC(=O)c1ccco1)Nc1cc(Cl)ccc1N1CCOCC1	-13%	-17%	-8%
O=C(CNC(=O)Cc1ccccc1)NCc1cccc(C(F)(F)F)c1	12%	2%	4%
COc1cc2c(cc1NC(=O)c1cccc([N+](=O)[O-])c1)oc1ccccc12	-15%	-13%	3%
CC(=O)c1ccc(N2CCN(c3ccc(C(F)(F)F)cn3)CC2)cc1	-19%	2%	10%
Cc1ccc(-c2ocnc2C(=O)N2CCN(C(=O)c3cccs3)CC2)cc1	10%	-2%	3%

Other entries follow.
SMILES	TDP1 cell CPT	GCN5L2 inh	FEN1 inhibitor
Cc1ccc2c(c1)CCCN2C(=O)c1ccco1	-22%	-4%	6%
Cc1ccc2cc(CCNC(=O)C(C)C)c(=O)[nH]c2c1	27%	-2%	-6%
C=CC[C@@H](CC(=O)OC(C)(C)C)C(=O)OC[C@@H]1CCCN1C(=O)[C@@H](CC=C)CC(=O)N(CCO)Cc1ccccc1	?	-1%	0%
COc1ccc2nc(N(Cc3cccnc3)C(=O)Cc3ccccc3)sc2c1	-13%	-15%	-3%
